CHOP UPR activ – activators of apoptotic CHOP UPR arm, primary screen, cell-based, CHO-CHOP luciferase reporter, luminescence, uHTS; hit rate 0.34% among 330,000; activation, % at 10 µM; AID 449763, 2010; UPR activation; percent of tunicamycin response over DMSO baseline;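 active means at 10 µM dose, activation of 40% or more, normalized to positive control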;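 further: 100% = tunicamycin at 10 µg/mL and 0% = DMSO alone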
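System: CHO CHOP reporter cells. Amount: 500 cells per well. Buffer or medium: F12 medium, 10% FBS. Compound dosing: one dose, 10 µM in 0.5% DMSO. Incubation: 6 h compound exposure at 37 °C after overnight seeding. Technique: Steady-Glo luciferase luminescence. Benchmarks: tunicamycin and DMSO controls.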
tim23-1 inh – growth inhibitors of tim23-1 mutant yeast, primary screen, luminescence, uHTS | S. cerevisiae tim23-1 growth, BacTiter-Glo luminescence, 24 h | inhibition, % at 20 µM | hit rate 1.3% among 330,000;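 active means growth inhibition of the mutant yeast at or above 50%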;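 further: temperature-sensitive mutant grown at 25 °C; plate controls were DMSO-treated mutant yeast for no effect and medium wells lacking yeast for full effect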
NALP3 yeast inh – NALP3 inflammasome inhibitors in reconstituted yeast, primary screen, luminescence, uHTS; Yeast reconstituted NLRP3/ASC/caspase-1, beta-gal luminescence, 24 h; inhibition, % at 10 µM; hit rate 0.39% among 330,000;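 active means inhibition of 50% or more; inactive means inhibition below 50%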;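 further: plate controls were induced DMSO wells for no effect and uninduced yeast grown without galactose for full effect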
XBP1 UPR activ – activators of adaptive XBP1 UPR arm, primary screen, cell-based, CHO-XBP1 luciferase reporter, luminescence, uHTS. IRE1-XBP1 UPR activation; percent of tunicamycin response, DMSO as zero. activation, % at 20 µM. hit rate 0.33% among 330,000;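 active means versus positive control, 20 µM dose yields 30% or more activation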;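 further: 100% = tunicamycin at 10 µg/mL and 0% = DMSO only wells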
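Assay system: IRE1-XBP1 luciferase reporter CHO line. Input: 1000 cells/well. Buffer or medium: F12 with 10% serum. Doses: 20 µM, 1% DMSO. Times: overnight seeding at 37 °C, 6 h compound treatment at 37 °C. Technique: Steady-Glo luciferase glow luminescence, 10 min after reagent addition.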
APJ ag – agonists of human apelin receptor APJ, primary screen, CHO-K1 cells, PathHunter beta-arrestin, luminescence. P35414. 0% DMSO wells, 100% apelin. activation, % at 20 µM. hit rate 0.11% among 330,000. AID 2520, 2010;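 active means activation more than six SD over the plate average, tested at 20 µM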;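 further: 0% = DMSO alone and 100% = apelin-13 at 10 nM; some results filed as inactive read as strong as hits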
Target sequence (P35414 whole entry, looked up): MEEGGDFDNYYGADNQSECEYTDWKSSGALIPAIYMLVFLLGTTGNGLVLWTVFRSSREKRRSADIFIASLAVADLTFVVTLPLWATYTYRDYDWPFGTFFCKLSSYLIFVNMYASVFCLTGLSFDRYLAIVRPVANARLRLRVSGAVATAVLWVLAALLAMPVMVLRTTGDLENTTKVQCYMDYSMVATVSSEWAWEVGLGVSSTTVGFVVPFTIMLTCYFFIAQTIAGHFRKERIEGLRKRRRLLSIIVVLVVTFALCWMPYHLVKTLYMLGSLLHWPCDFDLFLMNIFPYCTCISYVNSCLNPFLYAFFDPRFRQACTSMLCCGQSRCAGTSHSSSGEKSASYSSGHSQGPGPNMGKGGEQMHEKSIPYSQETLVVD
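Material: CHO-K1 APJ beta-arrestin complementation cell line; Input: cell density 1000 per well; Incubation: compound stimulation 90 min at 25 °C, detection 60 min; Signal: luminescence from split beta-galactosidase complementation, Galacton Star/Emerald II substrate; Controls: DMSO-only wells as negative, 10 nM Apelin-13 as positive control.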
TIM10 inh – growth inhibitors of isogenic TIM10 control yeast, primary screen, counter-screen for tim10-1 yeast inhibitor project, luminescence, uHTS. hit rate 1.4% among 330,000. inhibition, % at 10 µM. AID 463195, 2010. S. cerevisiae TIM10 strain growth, BacTiter-Glo luminescence, 24 h;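 active means inhibition of 40% or more at the single tested concentration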;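 further: wild-type TIM10 isogenic control strain grown at permissive 25 °C; 0% = DMSO yeast wells and 100% = minimal medium wells without yeast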
GRIN3A LBD mod – binders of NR3A ligand-binding domain, primary screen, biophysical, differential scanning fluorimetry, uHTS. Glutamate receptor ionotropic, NMDA 3A (GRIN3A) ligand-binding domain. AID 1259313, 2017. hit rate 2.5% among 340,000. Tm shift relative to glycine control, % at 25 µM. NR3A LBD differential scanning fluorimetry, Tm shift; 0% = protein alone, 100% = glycine-bound protein;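 active means melting temperature shift of at least 10% of the positive control shift, at one fixed dose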
tim10-1 inh – growth inhibitors of tim10-1 mutant yeast, primary screen, luminescence, uHTS. S. cerevisiae tim10-1 ts strain growth, BacTiter-Glo, 24 h. inhibition, % at 20 µM. hit rate 2.2% among 330,000;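 active means inhibition of at least 40%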;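 further: mutant grown at 25 °C; 0% = DMSO wells with yeast and 100% = wells holding no yeast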
Mdm2 MdmX PPI – inhibitors of human Mdm2-MdmX association, primary screen, cell-based, luminescence, split luciferase, SaOS-2, uHTS. inhibition, % at 8 µM. hit rate 3% among 330,000. SaOS-2 split-luciferase Mdm2/MdmX complementation. Protein Mdm4 (Homo sapiens) + E3 ubiquitin-protein ligase Mdm2 (Homo sapiens), …. AID 485346, 2010;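 active means inhibition of at least 50% at 8 µM in the primary screen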
Active calls of the source: *. Outcome played no part in choosing rows; about 8.2% have a hit in one of these screens.

SMILES | CHOP UPR activ | tim23-1 inh | NALP3 yeast inh | XBP1 UPR activ | APJ ag | TIM10 inh | GRIN3A LBD mod | tim10-1 inh | Mdm2 MdmX PPI
Clc1ccc(/C=N/Nc2nnc(-c3ncc[nH]3)c3ccccc23)cc1 | 0.9 | -15 | 42 | 6 | -1 | 21 | 2 | 25 | -1
CCCc1nc(SCc2ccccn2)c2c(=O)n(C)c(=O)n(C)c2n1 | 3.4 | 37 | 9 | -2 | -3 | -20 | -4 | 1 | 1
C[C@H](CO)N1C[C@H](C)[C@@H](CN(C)S(=O)(=O)c2ccc(F)cc2)Oc2ccc(NS(=O)(=O)c3ccc(F)cc3)cc2C1=O | -2.1 | -3 | 12 | 0 | -2 | 2 | -7 | 5 | 12
O=C(NCCc1ccccc1)C1c2ccccc2C(=O)N1C1CC1 (stereo unspecified) | 4.6 | 10 | 8 | 0 | -2 | -8 | -1 | 4 | 6
O=[N+]([O-])c1ccc(-c2ccc(/C=N/Nc3nc(N4CCCCC4)nc(N4CCCCC4)n3)o2)cc1 | 5.6 | 4 | 7 | 4 | -3 | 0 | 5 | 19 | 77*
CCN(CC)C(=O)c1ccc2c(c1)N(Cc1ccccc1)C(=O)CS2=O (stereo unspecified) | -2.0 | 15 | 16 | 2 | -4 | 8 | -2 | 17 | -25
Cc1ccc(S(=O)(=O)c2c(C(=O)c3ccccc3)cnc3cc4c(cc23)OCCO4)cc1 | 2.8 | 40 | 9 | 3 | 2 | 32 | 0 | 34 | 46
O=C1CSC(c2ccccc2[N+](=O)[O-])N1c1ccccc1 (stereo unspecified) | -0.8 | 23 | 17 | 2 | 0 | -6 | 1 | 6 | 8
Cc1cccc2nc(-c3ccccc3)nc(N[C@@H](CO)c3ccccc3)c12 | -0.3 | 50 | 23 | -1 | -3 | 35 | 0 | 35 | 8
Cn1nc(-c2ccc(Cl)cc2)c2cc(C(=O)N3CCN(c4ccccn4)CC3)sc21 | 3.7 | 34 | 14 | 5 | 2 | 26 | 1 | 38 | 55*
C/C(=N/Oc1nc(C)cc(C)n1)c1ccc(Cl)cc1Cl | -0.7 | 37 | 5 | -5 | -1 | 12 | 0 | 35 | 5
COc1ccc(/C=C/C(=O)c2cc3c(cc2N)OCO3)cc1 | 3.7 | 46 | 9 | 4 | -4 | 22 | 3 | 11 | -58
O=Cc1cc([N+](=O)[O-])ccc1N1CCN(Cc2ccc3c(c2)OCO3)CC1 | -0.9 | 24 | 14 | 2 | -2 | 21 | -2 | 18 | 20
CCOC(=O)Cc1csc(NC(=S)NC(=O)c2ccccc2)n1 | -0.2 | 26 | 3 | 1 | -4 | 51* | 2 | 47* | 0
CCCCCn1c(=S)[nH]c2cc(C(=O)N3CCCC3)ccc2c1=O | -2.1 | 0 | -4 | -2 | -2 | 7 | 1 | 8 | 13
CCOc1cc(/C=N/NC(=O)c2ccncc2)ccc1OC(=O)c1ccco1 | -1.2 | 6 | -1 | -3 | 5 | 11 | -2 | 17 | 11
COc1ccc(C(=O)OCC(=O)C(C)(C)C)cc1S(=O)(=O)N(C)CCc1cccnc1 | 1.2 | 11 | 11 | -4 | 4 | 11 | 0 | 24 | 18
COc1cc2c(cc1OC)/C(=C/C#N)NC(C)(C)C2 | -0.2 | 5 | 13 | 11 | -2 | -1 | 1 | 10 | -10
Cc1cc2c(cc1C)/C(=C\C(N)=O)NC(C)(C)C2 | 0.7 | 16 | 13 | -1 | 0 | 3 | 1 | 12 | 1
Cc1cc(Cl)ccc1NC(=S)N1CCN(C(=O)C2CCCO2)CC1 (stereo unspecified) | -2.9 | 6 | 4 | 0 | -3 | -4 | -6 | 7 | 26
CCCC(=O)OCC(=O)NC1CCCc2ccccc21 (stereo unspecified) | 0.5 | 6 | -6 | -1 | -3 | 8 | 2 | 14 | -5
CS(=O)(=O)N1CCC(Oc2ccccc2C(=O)N2CCN(CC3CC3)CC2)CC1 | -1.1 | 2 | 11 | 1 | -4 | 12 | -2 | -17 | -32
Cc1ccc(/C=N/N2C(=O)c3ccccc3NC2c2ccc(C)cc2)cc1 (stereo unspecified) | 5.0 | 3 | 22 | 2 | 0 | 25 | 2 | 13 | -33
CS(=O)(=O)N(CC(=O)NCCSCc1c(F)cccc1Cl)c1cccc([N+](=O)[O-])c1 | -1.1 | 6 | 14 | -2 | 0 | -6 | 2 | 0 | 4
O=C(NCCc1ccc(C(F)(F)F)cc1)C1CCC(=O)N(C2CC2)C1 (stereo unspecified) | 1.5 | -9 | 8 | -5 | -5 | 7 | 5 | -14 | -3
(list continues)
SMILES | CHOP UPR activ | tim23-1 inh | NALP3 yeast inh | XBP1 UPR activ | APJ ag | TIM10 inh | GRIN3A LBD mod | tim10-1 inh | Mdm2 MdmX PPI
COc1ccc(SCCC(=O)NCc2ccncc2)cc1 | -1.2 | 7 | 12 | -1 | 1 | 3 | 0 | 9 | 0
CCOC(=O)N1CCN(C(=O)C2CCCN(S(=O)(=O)c3cc(C)ccc3OC)C2)CC1 (stereo unspecified) | -1.3 | 16 | 7 | 2 | 3 | 11 | -1 | -16 | -15
CC(/C=N/NC(=O)CNc1n[nH]c(=O)[nH]c1=O)c1ccccc1 (stereo unspecified) | -1.0 | 13 | 9 | -1 | -2 | -9 | -1 | -7 | 16
CN(C)c1ccc(NC(=O)CN2CCC(NC(=O)C3CCCCC3)CC2)cc1 | 0.5 | -22 | 4 | -4 | 1 | -17 | -1 | -1 | -13
O=C(Nc1cc(C(F)(F)F)ccc1Cl)C(Sc1n[nH]c(=O)[nH]c1=O)c1ccccc1 (stereo unspecified) | -0.2 | 21 | -3 | -1 | -1 | 4 | 0 | 13 | 15
CC(Sc1n[nH]c(N)n1)C(=O)C12CC3CC(CC(C3)C1)C2 (stereo unspecified) | 0.5 | 12 | -5 | 9 | 2 | 0 | 1 | 3 | 0
CN(C)CCCN(Cc1cc2cc3c(cc2[nH]c1=O)OCCO3)C(=O)NC1CCCCC1 | 1.3 | 3 | -4 | 1 | -4 | -14 | -1 | 8 | 15
Cc1ccc(S(=O)(=O)c2nc(-c3ccccc3Cl)oc2NCCCN2CCOCC2)cc1 | 2.9 | 9 | 3 | 2 | 10 | 4 | 0 | 12 | 5
O=S(=O)(c1cccc(-c2nnc(SC(F)F)n2-c2ccccc2)c1)N1CCCCC1 | 1.1 | 16 | 12 | -2 | -2 | 19 | -2 | 28 | 15
CCc1nc(SCC(=O)NCC2CCCO2)c2c(=O)n(C)c(=O)n(C)c2n1 (stereo unspecified) | -0.6 | 7 | 18 | -4 | 9 | -1 | 2 | 5 | 14
Nc1nc(CN2CCN(c3ccccn3)CC2)nc(Nc2ccc(Cl)cc2)n1 | -0.2 | 19 | 10 | -4 | 4 | 26 | -6 | 37 | -4
CC(=O)c1c(C)n([O-])c2ccccc2[n+]1=O | 1.0 | 15 | 13 | 2 | 0 | -3 | 1 | 12 | -15
Cc1cc(C)cc(OCC(=O)Nc2ccc3c(c2)C(=O)c2ccccc2C3=O)c1 | 2.1 | -20 | 22 | -2 | 0 | -8 | 14* | 8 | 2
CCc1ccccc1S(=O)(=O)Cc1ccc(C(=O)N2CCN(c3ccccn3)CC2)o1 | 1.7 | 12 | 15 | -1 | 5 | 4 | -2 | 5 | 25
Cc1nc2c(ncn2-c2ccccc2)c(=O)n1NC(=O)CN1CCCCC1 | -0.9 | 9 | 9 | -2 | -5 | -20 | -2 | -14 | 10
Cc1ccc(SC(C)C(=O)Nc2cccnc2)cc1 (stereo unspecified) | 0.1 | 3 | 11 | 0 | 6 | 1 | -1 | 10 | 27
Cn1c(=O)c2c(nc(SCC(=O)NC3CCCC3)n2C)n(C)c1=O | 2.0 | 4 | 13 | -6 | -4 | -8 | -2 | 9 | 12
Clc1ccc(CSc2snnc2-c2ccccc2)c(Cl)c1 | 3.3 | 20 | 4 | 2 | -6 | 13 | 3 | 12 | -26
Cc1cnc(C(=O)N2CCc3c([nH]c4ccccc34)C2c2ccc(F)cc2)cn1 (stereo unspecified) | 0.2 | 30 | 14 | -3 | -3 | 12 | -3 | 23 | 13
CCOC(=O)C1(Cc2cccc(OC)c2)CCN(Cc2cccn2-c2ccccn2)CC1 | -0.3 | 4 | 11 | 2 | -5 | 13 | -2 | 1 | 18
CCCc1ccc(C(=O)O/N=C(\N)c2ccccn2)cc1 | -12 | 51* | 32 | -13 | 6 | 52* | -1 | 34 | 63*
COc1cc2c(C(=O)N3CCN(Cc4ccc5c(c4)OCO5)CC3)cn(C)c(=O)c2cc1OC | 1.2 | 24 | 3 | -2 | 5 | 6 | -2 | 5 | 4
O=C(NCN1CCN(CCO)CC1)c1cnccn1 | 0.8 | 8 | 9 | 2 | -3 | -7 | -1 | 7 | 5
Cc1ccnc(N2CCN(c3cc(C)c(C#N)c4nc5ccccc5n34)CC2)c1 | 6.6 | 2 | 6 | 5 | 3 | 14 | -1 | 16 | 21
Oc1ccc(C[C@H]2CNCCN2CCCCC2CCCCC2)cc1 | 3.1 | 6 | 27 | 23 | 7 | 10 | 2 | 3 | 72*

Exported with values under each structure: 3 of the compounds above.
Results follow in this order: CHOP UPR activ	tim23-1 inh	NALP3 yeast inh	XBP1 UPR activ	APJ ag	TIM10 inh	GRIN3A LBD mod	tim10-1 inh	Mdm2 MdmX PPI
Cn1c(=O)c2c(nc(SCC(=O)NC3CCCC3)n2C)n(C)c1=O
  2.0	4	13	-6	-4	-8	-2	9	12
Clc1ccc(CSc2snnc2-c2ccccc2)c(Cl)c1
  3.3	20	4	2	-6	13	3	12	-26
Cc1cnc(C(=O)N2CCc3c([nH]c4ccccc34)C2c2ccc(F)cc2)cn1 (stereo unspecified)
  0.2	30	14	-3	-3	12	-3	23	13

(further entries)
SMILES | CHOP UPR activ | tim23-1 inh | NALP3 yeast inh | XBP1 UPR activ | APJ ag | TIM10 inh | GRIN3A LBD mod | tim10-1 inh | Mdm2 MdmX PPI
COc1ccc(CCC(=O)OCC(=O)Nc2c(C)n(C)n(-c3ccccc3)c2=O)cc1 | -0.1 | 0 | 7 | -4 | -1 | -4 | 0 | -9 | -1
O=C(O)CC(=O)Nc1ccccc1 | 1.6 | 14 | 11 | -3 | 2 | 3 | -3 | 0 | -2
CC(=O)N/N=C/c1cc(C(C)C)cc(/C=N/NC(C)=O)c1O | -2.3 | 31 | 19 | -4 | -1 | 33 | -1 | 30 | 20
Cc1ccc(/C=C/C(=O)O)cc1S(=O)(=O)NCCCC(=O)O | -0.2 | 18 | 8 | 3 | -2 | 5 | 1 | 10 | -6
CN1CCN(c2cc(-c3cc(O)c4ncccc4c3)ccn2)CC1 | 0.3 | 3 | 22 | -1 | -1 | -19 | -2 | 10 | 60*
CCCCNS(=O)(=O)c1ccc(OC)c2ncccc12 | -2.9 | 9 | 6 | -3 | -1 | 5 | -1 | 20 | 1
